Compound activity from PubChem.
ATG4B inhibitor = inhibitors of human ATG4B cysteine protease; Q9Y4P1; ATG4B cleavage of LC3-PLA2, NBD-HPC fluorescence, 1 h; inhibition, % at 8.33 µM; hit rate 0.51% among 340,000; in the data active = inhibition above about 40%
GRIN3A LBD mod = modulates the human NR3A ligand-binding domain. NR3A LBD differential scanning fluorimetry, Tm shift; 0% = protein alone, 100% = glycine-bound protein. Tm shift relative to glycine control, % at 25 µM. hit rate 2.5% among 340,000;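 active = melting temperature shift of at least 10% of the positive control shift, at one fixed dose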
SENP8 inh = blocks human SENP8 cleavage of Nedd8 substrate. Q96LD8. recombinant SENP8, Nedd8 substrate fluorescence. inhibition, % at 20 µM. hit rate 0.64% among 360,000. AID 602440; in the data active = inhibition mostly above about 40%, no sharp cut-off; inactive = mostly below about 27%
SENP1 FRET inh = blocks the human SENP1 SUMO protease catalytic domain; Q9P0U3; recombinant SENP1 catalytic domain, CyPet-SUMO1-YPet FRET cleavage; inhibition, % at 10 µM; hit rate 0.21% among 360,000; AID 624204;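 active = inhibition at least 30% at 10 µM, raw YFP signal under a set limit, fluorescence ratio 0.5 to 1.5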;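 note: 0% = enzyme with DMSO and 100% = no enzyme wells; some results filed as inactive read as strong as hits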
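system = hSENP1 catalytic domain, recombinant | reagent = SFCypet-SUMO1-SFYpet substrate at 25 nM | doses = one dose per compound, 10 µM, 0.5% DMSO | incubation = enzyme reaction for 50 min at room temperature, dark | measured by = FRET, CFP and YFP emission | controls = no-enzyme low, enzyme-DMSO high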
MPTP inh = permeability transition pore inhibition | hit rate 1.4% among 360,000 | isolated mouse mitochondria, Ca2+ swelling absorbance, 30 min | inhibition, % at 10 µM;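 active = inhibition of 50% or more, scaled per plate between neutral and stimulator controls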;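 note: 0% = DMSO wells given calcium and 100% = 1 mM EGTA wells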
hIAP act = increases human intestinal alkaline phosphatase activity; purified human IAP, CDP-Star luminescence, 30 min; stronger effect = higher value; 1 = vehicle-only enzyme, 0 = enzyme-free background; AID 2524; activation factor at 10 µM; hit rate 0.16% among 330,000; P09923;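 active = activation factor of the enzyme at least 2-fold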; note: the source names both 10 and 20 µM as test concentration; values of inactives mirror those of a sister screen read the other way
Target sequence (P09923 whole entry, looked up): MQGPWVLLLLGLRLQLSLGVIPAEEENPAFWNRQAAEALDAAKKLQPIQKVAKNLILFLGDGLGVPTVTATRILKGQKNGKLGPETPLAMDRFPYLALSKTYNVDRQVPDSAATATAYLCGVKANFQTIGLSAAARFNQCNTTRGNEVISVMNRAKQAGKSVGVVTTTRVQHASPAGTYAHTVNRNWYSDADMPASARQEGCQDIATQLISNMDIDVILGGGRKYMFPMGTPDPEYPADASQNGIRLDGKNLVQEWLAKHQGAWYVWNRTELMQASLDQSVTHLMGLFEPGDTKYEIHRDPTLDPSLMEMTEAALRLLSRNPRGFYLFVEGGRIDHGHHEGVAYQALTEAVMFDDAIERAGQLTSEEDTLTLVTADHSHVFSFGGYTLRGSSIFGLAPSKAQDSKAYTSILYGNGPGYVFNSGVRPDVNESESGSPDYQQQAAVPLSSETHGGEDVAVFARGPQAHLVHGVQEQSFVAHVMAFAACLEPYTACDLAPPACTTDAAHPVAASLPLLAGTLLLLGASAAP
SENP6 block = blocks the human protease SENP6 | Recombinant SENP6 catalytic domain, aminoluciferin luminescence | inhibition, % at 10 µM | hit rate 1.8% among 330,000;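 active = inhibition above about 50% at the single tested dose, limit read from the data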;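 note: plate controls were DMSO wells with enzyme for no effect and DMSO wells lacking enzyme for full effect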
Target sequence (Q9GZR1 628-1112 limits assumed): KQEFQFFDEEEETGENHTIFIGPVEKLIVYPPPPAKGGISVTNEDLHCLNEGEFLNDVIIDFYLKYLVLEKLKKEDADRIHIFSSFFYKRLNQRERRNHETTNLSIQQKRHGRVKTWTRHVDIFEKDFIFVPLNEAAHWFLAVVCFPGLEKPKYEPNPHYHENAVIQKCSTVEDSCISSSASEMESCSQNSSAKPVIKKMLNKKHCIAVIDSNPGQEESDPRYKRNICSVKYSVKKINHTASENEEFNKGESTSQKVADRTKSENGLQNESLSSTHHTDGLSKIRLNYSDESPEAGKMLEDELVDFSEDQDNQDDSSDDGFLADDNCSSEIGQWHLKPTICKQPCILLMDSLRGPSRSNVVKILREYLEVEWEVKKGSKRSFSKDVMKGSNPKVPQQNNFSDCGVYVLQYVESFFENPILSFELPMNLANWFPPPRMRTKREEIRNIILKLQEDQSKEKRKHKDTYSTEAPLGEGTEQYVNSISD
PfGluPho inh = PfG6PD (Plasmodium falciparum) enzyme inhibition. inhibition, % at 20 µM. PfGluPho enzyme, NADPH resazurin-diaphorase fluorescence. AID 504690. hit rate 0.78% among 350,000;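 active = inhibition reaching at least a set limit at 20 µM in the primary screen, cut at about 59% in these data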;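 note: 0% = DMSO wells with substrate and 100% = DMSO wells lacking glucose-6-phosphate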
* = called active by the depositor; . = no result given.

SMILES,SENP8 inh,MPTP inh,PfGluPho inh,hIAP act,SENP1 FRET inh,SENP6 block,GRIN3A LBD mod,ATG4B inhibitor
O=C(Nc1ccc(Cl)cc1)N1CCC(CO)(Cc2ccccc2)CC1,6.5,-0.3,-8.6,0.996,3.1,4.0,-4.0,16.4
CC1(C(=O)O)CC(C)(C(=O)O)CC(C)(C(=O)O)C1 (stereo not drawn),3.7,2.3,-1.4,1.07,1.4,1.3,0.1,0.0
O=[n+]1c2c(n([O-])c3ccccc31)CCC2,10.6,-0.7,19.5,1.08,6.8,13.0,-0.3,4.1
CCCCn1nnnc1SCC(=O)c1ccccc1F,16.8,1.4,2.4,0.931,0.9,10.7,0.2,-1.4
CCOC(=O)c1ccc(NC(=S)Nc2cc(C)cc(C)n2)cc1,1.7,1.4,-2.6,1.02,8.0,-9.5,-1.9,4.9
CC(=O)c1cccc(S(=O)(=O)Nc2ccc(N3CCOCC3)cc2)c1,6.5,0.5,1.1,1.15,-0.6,-19.7,-1.7,-8.2
CCN(Cc1ccncc1)C(=O)c1ccc(C)o1,-5.7,-1.6,-2.4,1.18,-6.4,-3.8,-3.1,-5.1
COc1ccccc1NC(=O)c1ccc(S(=O)(=O)N(C)C)cc1,15.4,0.3,-1.9,0.888,1.2,-1.8,-0.9,-2.0

Next section; the last four above are carried over.
SMILES,SENP8 inh,MPTP inh,PfGluPho inh,hIAP act,SENP1 FRET inh,SENP6 block,GRIN3A LBD mod,ATG4B inhibitor
CCOC(=O)c1ccc(NC(=S)Nc2cc(C)cc(C)n2)cc1,1.7,1.4,-2.6,1.02,8.0,-9.5,-1.9,4.9
CC(=O)c1cccc(S(=O)(=O)Nc2ccc(N3CCOCC3)cc2)c1,6.5,0.5,1.1,1.15,-0.6,-19.7,-1.7,-8.2
CCN(Cc1ccncc1)C(=O)c1ccc(C)o1,-5.7,-1.6,-2.4,1.18,-6.4,-3.8,-3.1,-5.1
COc1ccccc1NC(=O)c1ccc(S(=O)(=O)N(C)C)cc1,15.4,0.3,-1.9,0.888,1.2,-1.8,-0.9,-2.0
O=C(NCCC1CCCCN1S(=O)(=O)c1cccs1)C(=O)Nc1cccc(F)c1 (stereo not drawn),15.7,-0.2,11.9,1.12,0.6,-29.7,-2.0,7.2
OCCCNc1nc(-c2ccccc2)c2cc(Cl)ccc2n1,-482.1,0.9,-1.9,0.829,-60.2,13.8,0.2,-8.7
CS(=O)(=O)NN1C(=O)c2ccccc2NC1c1cc2ccccc2nc1Cl (stereo not drawn),-58.6,0.3,-3.5,0.91,3.1,10.7,0.2,-12.6
O=C(CCN1CCOCC1)Nc1ccccc1,18.0,-0.2,4.4,1.02,-1.7,-1.8,0.2,-15.1
COc1cc(C(C)=NNC(=O)c2ccncc2)ccc1O,4.0,-0.6,-10.3,.,4.2,.,1.1,5.4
COc1ccccc1-c1cc2ccccc2[nH]1,-323.5,1.3,17.1,0.961,-1.3,23.3,-14.0,-12.3
COC(=O)c1ccc(NC(=O)CN(c2ccc(OC)cc2)S(C)(=O)=O)cc1,41.0*,-0.3,3.7,1.16,3.8,1.9,1.9,-20.2
O=CN1N=C(c2ccccc2)CC1c1ccccc1[N+](=O)[O-] (stereo not drawn),-8.1,0.0,-5.7,1.01,2.2,7.2,-3.5,6.5

Following part.
SMILES,SENP8 inh,MPTP inh,PfGluPho inh,hIAP act,SENP1 FRET inh,SENP6 block,GRIN3A LBD mod,ATG4B inhibitor
Cc1cc(N2CCOCC2)nc(N2CCOCC2)n1,14.1,1.9,2.6,1.27,1.3,-16.2,-3.2,1.9
CCN(CC)C(=O)CN1CCC(c2nc3cc(C)c(C)cc3[nH]2)CC1,-12.4,-0.1,-18.6,1.26,0.6,15.9,-0.2,0.7
Cc1cc(NC(=O)CCCn2nc([N+](=O)[O-])c(Cl)c2C)no1,20.0,1.6,-0.6,0.863,1.8,7.8,-2.2,-1.7
C#C[C@]1(OC(C)=O)CCC2C3CCC4=CC(=O)CC[C@@H]4C3CC[C@@]21C (stereo partly drawn),3.2,5.4,-19.2,1.02,1.2,-16.0,-4.7,0.6
CC(C)CC1C(=O)N(Cc2cn(CCC3OCCO3)nn2)CCS(=O)(=O)N1Cc1ccc(-c2ccc(F)nc2)cc1 (stereo not drawn),-0.1,-0.7,14.9,.,-5.0,.,.,.
COc1ccc(-n2cnnc2SCCC#N)cc1,5.9,-1.5,-5.2,1.01,0.6,0.0,0.5,-8.2
COc1ccccc1Nc1nc(=O)[nH]nc1C,14.2,-1.8,-11.7,1.11,1.1,-13.3,-0.1,7.3
Cc1ccc(C)c(N(CC(=O)NCc2ccco2)C(=O)CCC(=O)Nc2nccs2)c1,6.3,1.2,6.4,0.897,-0.7,-17.2,-0.7,2.7

More structures follow.
SMILES,SENP8 inh,MPTP inh,PfGluPho inh,hIAP act,SENP1 FRET inh,SENP6 block,GRIN3A LBD mod,ATG4B inhibitor
CC(C(=O)NC1CCCC1)N(C(=O)c1snc(C(N)=O)c1N)c1ccc2c(c1)OCCO2 (stereo not drawn),-153.1,-0.9,-24.6,0.921,-3.1,15.5,0.0,3.4
COc1ccc(-n2cc(CNC3CCOCC3)c(-c3cccc(F)c3)n2)cc1,-82.0,1.8,-16.7,0.971,0.0,-3.7,-0.8,8.8
NC(=O)c1nn(CC(=O)Nc2ccc3c(c2)OCO3)cc1[N+](=O)[O-],9.8,-3.2,-5.9,0.987,0.5,-11.4,0.4,-3.3
Cn1c(=O)oc2cc(S(=O)(=O)NCc3ccc(F)cc3)ccc21,-2.8,-1.3,7.3,1.04,21.5,-6.6,1.8,-3.0
O=C1CCc2cc(S(=O)(=O)NC(Cc3ccccc3)C(=O)NCCC3=CCCCC3)ccc2N1 (stereo not drawn),2.5,-3.8,-8.1,0.934,-1.0,-11.5,-2.5,-4.9
CCOc1ccc(Br)cc1C1=NN(C(C)=O)C(c2ccc([N+](=O)[O-])s2)O1 (stereo not drawn),59.8*,0.7,49.6,1.09,-3.6,42.3,0.0,-5.1
CCCc1nc2oc3c(NCC4CCCO4)ncnc3c2c2c1COC(C)(C)C2 (stereo not drawn),-273.2,0.4,41.7,1.19,-1.1,-11.5,0.6,-1.8
O=Cc1ccc(OC2OCCOC2Oc2ccc(C=O)cc2)cc1 (stereo not drawn),6.5,-1.6,-10.1,0.953,-3.6,-13.1,-3.9,4.1

New compounds follow.
SMILES,SENP8 inh,MPTP inh,PfGluPho inh,hIAP act,SENP1 FRET inh,SENP6 block,GRIN3A LBD mod,ATG4B inhibitor
COCCCNc1ncnc2c1cnn2-c1ccc(C)cc1C,12.9,-0.6,8.7,0.936,-3.5,0.9,0.7,-5.4
COc1cc(/C=N/Nc2ccc([N+](=O)[O-])cn2)cc(OC)c1O,15.2,1.0,42.4,0.732,30.6,-4.5,1.2,4.5
O=[N+]([O-])c1cccc(-c2nc3ccccc3s/c2=N/O)c1,14.9,0.2,3.6,1.22,2.4,-11.9,-13.0,18.7
O=C(COC(=O)C1C2CC3OC(=O)C1C3C2)Nc1cccc(C(F)(F)F)c1 (stereo not drawn),3.5,7.2,23.6,0.968,4.2,-15.0,1.6,-16.2
Cc1ccsc1/C=N/NS(=O)(=O)c1ccc([N+](=O)[O-])cc1,31.5,1.5,-17.0,0.898,1.3,5.2,-2.9,8.4
COc1cccc(CN(C)C(=O)Cc2c[nH]c3ccccc23)c1OC,6.9,0.6,-9.0,1.02,-1.1,-1.0,-0.4,3.6
COCCn1c(=NC(=O)c2cc3ccccc3oc2=O)sc2cc(S(N)(=O)=O)ccc21,-110.4,-3.0,4.9,0.985,-23.8,1.1,-5.5,-0.5
COc1ccc(S(=O)(=O)N2CCN(c3ccccn3)CC2)cc1OC,0.4,0.6,-33.0,0.871,1.5,-25.5,0.4,-1.5

Next part.
SMILES,SENP8 inh,MPTP inh,PfGluPho inh,hIAP act,SENP1 FRET inh,SENP6 block,GRIN3A LBD mod,ATG4B inhibitor
O=[N+]([O-])c1cccc2c(N3CCCC3)ccnc12,27.3,11.6,1.1,1.04,1.2,-6.8,0.9,-7.7
O=C(Cn1cnc2scc(-c3ccc(Cl)cc3)c2c1=O)N1CCOCC1,8.9,0.7,-3.5,1.19,-1.5,-16.4,-0.1,-0.6
S=C(c1ccccc1)N1CCCC1,20.9,0.0,-4.2,1.19,2.5,3.3,-0.9,-1.5
Cc1ccc(NC(=O)CCSc2ccccc2)c(C)c1,16.1,-3.5,.,0.988,2.6,-22.2,.,.
Cn1cc(C(=O)N/N=C/C(Br)=C\c2ccccc2)ccc1=O,22.4,1.9,11.2,0.933,-0.7,11.9,-0.2,-12.3
COc1ccc(C(C)NC(=O)c2ccncc2)cc1OC (stereo not drawn),-2.9,-0.6,2.7,0.958,0.6,-10.4,1.5,-3.1
O=C(COC(=O)CNC(=O)c1ccc(Cl)cc1Cl)NC1CCCCCCC1,15.5,-1.1,0.2,1.01,2.1,0.5,0.8,-9.1
Cn1nc(C(=O)N2CCCCC2)c2c1-c1ccccc1S(=O)(=O)C2,8.6,-0.7,-2.4,1.22,0.9,7.3,0.1,-1.7

Next records follow.
SMILES,SENP8 inh,MPTP inh,PfGluPho inh,hIAP act,SENP1 FRET inh,SENP6 block,GRIN3A LBD mod,ATG4B inhibitor
COC(=O)c1ccc2c(=O)[nH]c(COC(=O)CCC(=O)c3ccc(Cl)cc3)nc2c1,-158.4,3.0,-8.4,1.07,-16.8,-12.1,2.1,7.8
COc1ccc2o/c(=N\O)c(C(=O)Nc3ccc(C)cc3)cc2c1,2.1,1.3,11.7,.,1.4,.,16.2*,-14.2
Cn1c(SCC(=O)NCc2cccs2)nnc1-c1ccncc1,8.9,-0.3,9.3,1.09,1.5,-10.2,7.1,-10.7
O=C(COc1ccccc1-c1ccccc1)c1ccccc1,8.4,0.8,7.8,0.97,2.6,-37.5,3.1,12.2
COc1cccc(-c2ccc(C#N)c(SCC(=O)NCCc3ccc(Cl)cc3)n2)c1,-280.6,3.1,-3.0,1.04,2.9,-24.6,-2.9,0.4
Cc1cccc(N2CCN(C(=O)Cc3ccccc3[N+](=O)[O-])CC2)c1C,7.1,0.6,6.4,1.06,-0.4,-3.0,-1.2,32.0
CCOC(=O)c1c(C)[nH]c(C(=O)Cn2nnc(-c3ccccc3)n2)c1C,14.4,7.2,4.4,0.962,-0.8,0.7,1.9,-12.2
Cc1ccc(CSC2=NCCN2C(=O)c2ccco2)cc1,1.1,0.4,-5.4,0.934,-0.7,9.7,1.0,2.2

Carrying on:
SMILES,SENP8 inh,MPTP inh,PfGluPho inh,hIAP act,SENP1 FRET inh,SENP6 block,GRIN3A LBD mod,ATG4B inhibitor
CCc1noc(C)c1C(=O)N(C)CC(=O)Nc1ccccc1C(F)(F)F,12.3,2.3,1.0,1.06,-0.3,-9.9,.,7.1
Cc1cc(C(=O)NC2CCCN(Cc3ccccc3F)C2)no1 (stereo not drawn),16.3,-1.0,9.2,1.11,-7.0,-6.6,-0.8,-5.1
Cc1ccc(N2NC(=O)/C(=C/c3ccc(-c4ccc(Cl)c(C(=O)O)c4)o3)C2=O)cc1C,-10.3,-0.8,-12.4,0.666,-11.4,10.6,-2.2,-3.2
CCOc1ccc(C2CC(=O)c3c([nH]c(C(=O)OC)c3C)C2)cc1OC (stereo not drawn),27.2,-3.5,-5.3,1.14,-1.7,5.4,2.6,3.8
CCCS(=O)(=O)Nc1cc(C(F)(F)F)ccc1OCCOC,5.6,2.2,3.0,0.916,-6.8,1.2,2.2,-9.0
Cc1ccc(S(=O)(=O)NCCC(=O)NCc2ccc(Cl)cc2)cc1C,3.0,0.9,9.1,0.994,0.8,-12.0,1.5,-2.4
O=C(NCCc1ccccc1)c1ccc(NC(=O)C2CCCC2)cc1,-2.2,0.2,3.5,.,1.1,.,-7.1,3.8
CCOC(=O)C1CCCN(Cc2nc(CC3CC3)no2)C1 (stereo not drawn),16.5,1.3,-13.7,1.1,2.1,-29.9,-1.4,2.7
CCN(CC)C(=O)C(c1ccccc1)S(=O)(=O)N1CCOCC1 (stereo not drawn),13.1,0.1,-15.6,.,3.5,.,.,.
COc1ccc(S(=O)(=O)/C(C#N)=C/Nc2cccc(OC)c2)cc1,1.0,3.1,-6.4,0.86,0.4,-20.7,1.2,-4.1
CCCCc1ccc(-c2ccc(Br)cc2O)nc1,28.0,6.9,-2.0,1.2,0.6,12.1,-1.6,4.7
